MsrA inh: bovine MsrA enzyme inhibitors, primary screen, biochemical, absorbance, HTS. inhibition, % at 15.5 µM. purified bovine MsrA, absorbance read-out. 360,000 tested, 0.75% active; in the data active = inhibition above about 4.5%;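 also: 0% = vehicle wells with enzyme and 100% = reference inhibitor wells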
MsrA act: bovine MsrA enzyme activators, primary screen, biochemical, absorbance, HTS; Methionine sulfoxide reductase A (Bos taurus); purified bovine MsrA, absorbance read-out; activation, % at 10.6 µM; 360,000 tested, 0.3% active; in the data active = activation above about 7.5%;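 also: 0% = vehicle and 100% = reference activator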
Rin1-Abl PPI inh: inhibitors of Rin1-Abl protein binding, primary screen, biochemical, TR-FRET; inhibition, % at 7.35 µM; 360,000 tested, 0.4% active; AID 588664, 2011; in the data active = inhibition above about 5%, passing the limit was not always enough
Neddylation inh: inhibitors of cullin neddylation, primary screen, biochemical, TR-FRET, uHTS, NAE and Ubc12 | calls only at 25 µM | 360,000 tested, 0.58% active | AID 651699, 2012; in the data active = inhibition above about 36%
Tb MetRS inh: T. brucei MetRS inhibitors, primary screen, biochemical, luminescence | 360,000 tested, 0.4% active | methionyl-tRNA synthetase (Trypanosoma brucei brucei) | inhibition, % at 11.9 µM | purified T. brucei MetRS, ATP depletion, Kinase-Glo luminescence;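 active = inhibition above a per-plate cutoff of the control wells' mean inhibition plus 3 SD, cut at about 5.5% in these data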;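 also: 0% = DMSO wells median and 100% = median of wells with control inhibitor compound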
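Material – parasite MetRS enzyme · Medium – HEPES-MgCl2-KCl buffer plus DTT, spermine, BSA, pyrophosphatase · Reagent – ATP, methionine and E. coli bulk tRNA substrates · Times – 15 min enzyme-compound preincubation, 2 h reaction, 10 min detection, 25 °C · Measured by – luminescence of leftover ATP · Evaluation – percent inhibition relative to median high and low control wells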
CSN inh: inhibitors of CSN-mediated cullin deneddylation, primary screen, biochemical, fluorescence polarization, uHTS; Purified CSN, SCF-Nedd8-OG deneddylation; COP9 signalosome complex subunit 5 (Homo sapiens), Q92905; 360,000 tested, 0.38% active; inhibition, % at 12.5 µM;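 active = pattern-corrected inhibition above about 35%, with an unprinted fluorescence ratio check between 0.5 and 1.5, limit read from the data, passing the limit was not always enough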;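 also: 0% = enzyme with substrate and 100% = substrate without enzyme; some results filed as inactive read as strong as hits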
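Test system: purified human Csn5 enzyme expressed in HEK293T cells. Amount: 0.24 nM enzyme. Reagent: SCFSkp2-Nedd8OG substrate at 10 nM final. Schedule: 90 min incubation of compound, enzyme and substrate at room temperature. Detection: fluorescence polarization. Read-out: % inhibition of substrate cleavage by Csn5.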
MLLE-PAM2 inh: inhibitors of PABP1 MLLE–PAM2 peptide binding, primary screen, biochemical, fluorescence polarization, FITC-PAM2, GST-MLLE. inhibition, % at 20 µM. AID 588489, 2011. 360,000 tested, 0.36% active. Polyadenylate-binding protein 1 (Homo sapiens), P11940; in the data active = inhibition above about 35%, passing the limit was not always enough;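 also: plate controls were DMSO wells with GST-MLLE for no effect and wells lacking GST-MLLE protein for full effect; some results filed as inactive read as strong as hits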
FAS TE block: FAS thioesterase domain inhibitors, primary screen, biochemical, fluorescence intensity, uHTS. recombinant FAS-TE, OMFH fluorogenic substrate, fluorescence endpoint. inhibition, % at 15 µM. 360,000 tested, 0.67% active. AID 602261, 2012;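 active = compounds whose normalised, plate-corrected inhibition of enzyme fluorescence in the single-dose primary screen is 50% or more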;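 also: 0% = DMSO with enzyme and 100% = substrate without enzyme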
eLon inh: inhibitors of E. coli Lon protease, primary screen, biochemical, fluorescence polarization; purified E. coli Lon protease; inhibition, % at 7.94 µM; 360,000 tested, 0.42% active; AID 602123, 2011; in the data active = inhibition above about 13%, passing the limit was not always enough;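 also: 0% = enzyme with probe and DMSO and 100% = no enzyme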
Target sequence (P0A9M0 whole entry, looked up): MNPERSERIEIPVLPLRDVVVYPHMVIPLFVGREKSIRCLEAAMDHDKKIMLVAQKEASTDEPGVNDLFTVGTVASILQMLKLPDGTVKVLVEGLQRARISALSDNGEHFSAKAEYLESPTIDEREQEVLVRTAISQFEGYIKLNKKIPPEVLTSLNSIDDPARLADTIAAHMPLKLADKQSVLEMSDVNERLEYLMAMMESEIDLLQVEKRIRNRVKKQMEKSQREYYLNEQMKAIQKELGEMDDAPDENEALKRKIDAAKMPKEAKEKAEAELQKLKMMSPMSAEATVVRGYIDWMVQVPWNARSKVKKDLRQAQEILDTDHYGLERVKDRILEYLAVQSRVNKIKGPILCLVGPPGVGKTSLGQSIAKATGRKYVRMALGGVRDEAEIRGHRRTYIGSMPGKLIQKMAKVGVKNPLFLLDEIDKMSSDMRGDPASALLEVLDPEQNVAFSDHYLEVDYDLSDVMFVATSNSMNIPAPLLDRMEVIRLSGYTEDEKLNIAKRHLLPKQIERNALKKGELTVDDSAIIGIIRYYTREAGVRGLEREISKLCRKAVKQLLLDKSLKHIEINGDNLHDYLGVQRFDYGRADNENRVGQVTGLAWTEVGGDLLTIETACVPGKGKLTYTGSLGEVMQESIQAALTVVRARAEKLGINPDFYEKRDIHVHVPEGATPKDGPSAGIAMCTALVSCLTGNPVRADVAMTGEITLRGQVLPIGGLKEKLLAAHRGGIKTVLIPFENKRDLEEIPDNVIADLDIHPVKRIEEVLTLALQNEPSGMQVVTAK
Starred values were filed as active, the others as inactive; i = inactive; . = not tested or not shown.

Molecule | MsrA inh | MsrA act | Rin1-Abl PPI inh | Neddylation inh | Tb MetRS inh | CSN inh | MLLE-PAM2 inh | FAS TE block | eLon inh
O=C(CCNc1ccc(Cc2ccncc2)cc1)c1ccc([N+](=O)[O-])cc1 | -1.5 | -2 | -3 | i | 0.8 | 4 | 40* | 21 | 7
CCc1c(C)nc2ncnn2c1N1CCCC(C(=O)NCc2cccs2)C1 (stereo not drawn) | 0.5 | -7 | 3 | i | -0.3 | -3 | -12 | -7 | -2
Cc1cc(OCc2nn[nH]n2)c2c(-c3ccccc3)cc(=O)oc2c1 | 2.1 | 1 | -3 | i | 0.3 | -1 | 7 | -2 | -5
O=S(=O)(NCC1CCCO1)c1ccc(S(=O)(=O)N(Cc2ccc(F)cc2)Cc2ccccn2)cc1 (stereo not drawn) | 0.7 | 0 | -3 | i | 0.4 | 1 | 8 | -3 | -4
CCOCCCN(C(=O)Cn1nnc2ccccc21)C(C(=O)NCc1ccco1)c1ccncc1 (stereo not drawn) | 0.2 | -5 | 3 | i | -0.8 | -2 | 8 | -9 | -3
CCN(CC)CCNC(=O)C1c2ccccc2Oc2ccccc21 | -1.0 | -4 | 6 | i | -0.4 | 3 | -6 | -6 | 2
O=C(Nc1cccc2ncccc12)c1ccc(Cl)cc1 | 0.2 | -4 | -1 | i | -1.4 | 2 | -123 | 10 | -9
CCCCCn1c(NC(=O)c2ccco2)c(S(=O)(=O)c2ccc(C)cc2)c2nc3ccccc3nc21 | -1.0 | -11 | 0 | . | 4.9 | 8 | 3 | 21 | -6
CCc1cccc(C)c1N1C(=O)CN(Cc2ccccc2)C1=S | -0.9 | 0 | -2 | i | -0.4 | -3 | -4 | 14 | -8
COCCn1c(NC(=S)NC(=O)C2CC2)cc(=O)[nH]c1=O | 0.5 | -1 | -3 | i | -0.3 | -3 | 27 | -1 | 4
Clc1ccc(-c2nc3cnccn3c2NC2CCCC2)cc1 | . | -12 | 2 | . | -0.8 | -3 | -7 | 21 | 0
CN1C2CCC1CC(NC(=O)c1ccc(Cl)cc1)C2 (stereo not drawn) | 0.3 | -8 | -1 | i | -0.7 | 1 | 9 | -3 | -2
CC(O)c1nc2ccccc2n1CCOc1ccccc1 (stereo not drawn) | 0.0 | -2 | -1 | i | -0.9 | 2 | 1 | 0 | -5
Cc1cc(C)cc(Oc2nn[nH]n2)c1 | -0.3 | -4 | -1 | i | -0.3 | 3 | 30 | -6 | -11
CN(C(=O)c1cccc(NC(=O)Cc2ccc(NC(=O)C3CCCN(C(=O)CCc4ccccc4)C3)cc2)c1)C1CCC1 (stereo not drawn) | -0.4 | -4 | -2 | i | 0.4 | 4 | -5 | -4 | -5
Cc1ccc(SC(C)C(=O)Nc2ccncc2)cc1 (stereo not drawn) | -0.4 | -1 | 3 | i | -0.5 | 2 | 8 | -4 | -4
O=c1[nH]c2c(cnn2-c2ccc(Cl)cc2)c(=O)n1-c1cccc(Cl)c1 | 0.7 | -8 | -5 | i | -0.6 | -2 | -5 | -3 | -1
CCCS(=O)(=O)c1nc(S(=O)(=O)c2ccc(C)cc2)c(N2CC(C)OC(C)C2)s1 (stereo not drawn) | 0.0 | 0 | 4 | i | 0.0 | 0 | 6 | 12 | 2
Cc1ccccc1N1CCN(S(=O)(=O)c2nnc(NC(=O)c3ccc(F)cc3)s2)CC1 | -0.5 | -4 | 7 | i | -0.3 | 0 | 4 | 1 | 5
CSc1nc(N)c2c(C)c(C)sc2n1 | 1.6 | -4 | 2 | i | -0.2 | -1 | 6 | -11 | 7
COC(=O)c1c(NC(=O)COC(=O)c2ccc(Cl)nc2)sc(C)c1C | 2.0 | 0 | 0 | i | 0.2 | 3 | -12 | -5 | -4
CN1CCN(C(=O)C23CC4CC(C)(CC(C)(C4)C2)C3)CC1 | 2.1 | -4 | -3 | i | -0.6 | 0 | 6 | -6 | 1
COc1ccc(S(=O)(=O)CC(=O)Nc2ccccc2Cl)cc1 | 2.5 | -11 | 1 | i | -1.6 | 1 | -8 | -7 | -6
COc1ccc(CC(=O)OCC(=O)c2ccc(OC)cc2)cc1 | 0.3 | -2 | -1 | i | -0.2 | -1 | -7 | 2 | 0

Brought forward from above: three compounds, then new ones.
Molecule | MsrA inh | MsrA act | Rin1-Abl PPI inh | Neddylation inh | Tb MetRS inh | CSN inh | MLLE-PAM2 inh | FAS TE block | eLon inh
CN1CCN(C(=O)C23CC4CC(C)(CC(C)(C4)C2)C3)CC1 | 2.1 | -4 | -3 | i | -0.6 | 0 | 6 | -6 | 1
COc1ccc(S(=O)(=O)CC(=O)Nc2ccccc2Cl)cc1 | 2.5 | -11 | 1 | i | -1.6 | 1 | -8 | -7 | -6
COc1ccc(CC(=O)OCC(=O)c2ccc(OC)cc2)cc1 | 0.3 | -2 | -1 | i | -0.2 | -1 | -7 | 2 | 0
CCOC(=O)c1cnc(SCc2nc(N)nc(Nc3ccc(OC)cc3)n2)nc1N | 2.3 | -12 | 2 | i | -1.2 | -4 | 1 | -2 | -6
CCN(Cc1ccccc1)C(=O)COC(=O)Cn1cnc2ccccc21 | -1.2 | -7 | -4 | i | -1.1 | 0 | -1 | 0 | -1
CCOC(=O)C(=Cc1c[nH]c2ccc(S(=O)(=O)N(C)C)cc12)C(=O)OCC | 1.6 | -16 | 2 | i | -1.1 | 2 | 12 | -11 | -5
Nc1cc(N)nc(SCC(=O)c2ccccc2)n1 | 0.9 | 0 | 4 | i | 1.5 | -5 | 3 | -10 | -6
CCn1nc(C(=O)NCCc2ccc(S(N)(=O)=O)cc2)c2ccccc2c1=O | -0.4 | -7 | 1 | i | -1.3 | -3 | -42 | -9 | -1
CCSc1cc(N2CCCC2)nc(-c2ccccc2Cl)n1 | 0.8 | -5 | 1 | i | 1.1 | -3 | 6 | -8 | 3
CC(C)c1ccc(NC2CCCN(C(=O)c3cnn(C(C)C)c3)C2)cc1 (stereo not drawn) | -0.6 | 0 | 1 | i | -0.3 | 3 | -7 | -6 | -11
CCNc1nc(NCC)nc(N(C#N)C(C)C)n1 | -0.9 | -2 | 2 | i | 0.8 | 4 | -2 | -3 | -7
COc1ccccc1OCCNC(=O)CCC(=O)N1CCOCC1 | -0.7 | -1 | -2 | i | -0.4 | 0 | 14 | -6 | -5
CN(C)/C=N/c1cc(=O)n(Cc2ccccc2)c(=O)n1C | 1.3 | -1 | 0 | i | -0.3 | -5 | 2 | -5 | 10
COc1ccc(C(=O)N/C(=C\c2ccco2)C(=O)NCc2ccco2)cc1 | 1.5 | -5 | 3 | i | -0.8 | 5 | -15 | -2 | 9
COC(=O)CC(NC(=O)C1CC1)c1ccc2c(c1)OCO2 (stereo not drawn) | -0.4 | -1 | 3 | i | -0.5 | -2 | 13 | -6 | -6
NS(=O)(=O)c1ccc(OC(=O)CNC(=O)OCc2ccccc2)cc1 | -0.1 | -3 | -1 | i | -0.4 | 1 | 0 | -3 | 1
C/C(=N/NC(=O)Nc1ccccc1)c1ccc(C)cc1 | 0.1 | -3 | 2 | i | -0.3 | 4 | 1 | -2 | 4
O=C(Nc1ccc(Oc2cccnc2)cc1)C1CCN(Cc2ccccc2F)CC1 | -0.8 | -5 | 4 | i | -0.1 | -1 | 9 | -7 | -3
CCN(C(=O)COC(=O)c1oc2ccc(OC)cc2c1C)C1CCS(=O)(=O)C1 (stereo not drawn) | -0.4 | -2 | 1 | . | -0.3 | 4 | 9 | -6 | -2
CC(C)(C)N1C(=O)[C@H]2[C@@H](c3ccc(Br)cc3)N3C(=O)N(c4ccccc4)C(=O)[C@@]3(Cc3ccccc3)[C@H]2C1=O | -0.9 | -2 | 1 | i | -0.2 | -2 | 8 | 87* | 4
CC(C)CNC(=O)c1ccccc1NC(=O)CCSc1ccccc1 | 0.1 | -4 | 3 | i | 0.0 | -2 | 12 | 6 | 0
N=C(N)SCc1cn(-c2ccccc2)nc1-c1ccc(Br)cc1 | -0.2 | 2 | 2 | i | -1.0 | 6 | 12 | -168 | 8
CCCn1c2ccccc2c2nnc(SCCN3CCOCC3)nc21 | 2.4 | -3 | -5 | i | -0.4 | 6 | 30 | -2 | -16
COc1ccc(/C=C/c2c(-c3ccccc3OC)sc3ccccc23)cc1OC | 1.0 | -5 | 1 | . | -0.1 | 1 | 2 | 27 | -4
COc1ccc(OC)c(CCNC(=O)C(C)n2nc(C)c3c(C)n(-c4ccc(C)cc4)nc3c2=O)c1 (stereo not drawn) | -0.3 | -4 | 3 | i | -0.4 | -1 | -11 | -1 | -5
O=C1NC(=O)/C(=C\c2ccc(Sc3ccc(Cl)cc3)o2)N1 | 1.5 | -5 | -2 | i | -0.8 | 8 | 7 | 2 | -2
CCOc1cc(-c2noc(N)c2C(=O)OC)cc(OCC)c1OCC | -0.1 | -1 | 2 | i | -0.1 | -4 | -2 | -9 | -12
O=C(Cc1cccs1)NNC(=S)NC(=O)c1ccccc1 | 0.7 | 1 | 1 | i | -1.0 | -18 | 15 | -12 | -11
CC1=C(C(=O)OCc2ccccc2)C(/C=C/c2ccccc2)NC(=S)N1 (stereo not drawn) | 2.5 | -9 | 0 | i | -1.1 | -17 | -108 | 18 | 0
C=CCNC(=O)COC(=O)c1cccnc1Nc1ccccc1F | 1.3 | -13 | 1 | i | -0.8 | -1 | -1 | -1 | 2
CCOc1ccc(NC(=O)CNc2ccc(C)cc2Cl)cc1 | -0.5 | -1 | 2 | i | -0.7 | 4 | 3 | 17 | -8
COc1cc(CNCCN2CCOCC2)ccc1OCc1cccc(Cl)c1 | 0.8 | -4 | 2 | i | -0.4 | -6 | 8 | -5 | 0
CC1CCc2cc(F)ccc2N1C(=O)CSc1nnc2c3cc(F)ccc3n(C)c2n1 (stereo not drawn) | -0.4 | -1 | 1 | i | 0.1 | 2 | 7 | 2 | 4
CCCCCCCNC(=O)C1(CC2CC(c3ccc(Cl)cc3)=NO2)CCN(C(=O)c2cc(OCC)c(OCC)c(OCC)c2)CC1 (stereo not drawn) | 0.2 | 0 | 3 | i | 0.3 | 0 | 2 | 22 | 2
CN1CCN(C(=O)C2=C[C@H](c3csc4ccccc34)C[C@H](OCCCCO)O2)CC1 | 0.3 | -1 | -4 | i | -0.3 | -7 | 8 | -2 | -4
COC(=O)[C@]12CCCCC=C1N(Cc1cccc3ccccc13)C(=O)[C@H](CC(=O)NCC1CCCCC1)C2 | 0.6 | 1 | . | i | -0.1 | -5 | . | 17 | 1
COc1cc(-c2nc3cnccn3c2Nc2c(C)cccc2C)ccc1O | 1.3 | -12 | 4 | . | -0.8 | 21 | -12 | -5 | -12
